# NTR1 agonist – NTR1-driven beta-arrestin-GFP spot formation – imaging, U2OS cells, high content, primary screen (AID 493036); P30989; agonist mode; activation, % at 20 µM; 330,000 tested, 0.17% active;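 active = activation at or above 40% of the spot to cytoplasm intensity ratio, with at least 20 cells analyzed; inconclusive = wells under 20 cells, flagged as cytotoxic or low count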;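 note: 0% = DMSO without peptide and 100% = 100 nM NTR1 peptide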
# Target sequence (P30989 whole entry, looked up): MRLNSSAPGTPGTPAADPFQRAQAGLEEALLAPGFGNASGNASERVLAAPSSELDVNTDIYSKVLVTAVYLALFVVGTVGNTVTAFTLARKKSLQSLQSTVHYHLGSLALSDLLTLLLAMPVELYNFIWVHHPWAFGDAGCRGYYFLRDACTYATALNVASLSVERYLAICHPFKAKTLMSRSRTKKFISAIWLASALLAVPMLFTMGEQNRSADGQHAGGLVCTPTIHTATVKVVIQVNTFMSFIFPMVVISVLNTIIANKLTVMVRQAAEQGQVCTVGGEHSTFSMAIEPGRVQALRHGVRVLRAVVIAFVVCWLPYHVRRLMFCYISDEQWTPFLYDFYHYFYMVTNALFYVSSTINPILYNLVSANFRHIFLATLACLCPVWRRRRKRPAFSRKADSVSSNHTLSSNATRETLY
# Myeloid diff 2 – promotes myeloid progenitor differentiation. 360,000 tested, 1% active. ER-HoxA9 myeloid progenitors, lysozyme-GFP differentiation, flow cytometry. calls only at 10 µM;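 active = normalized GFP-positive differentiation at or above the plate's own cutoff, the solvent-only control mean plus 3 SD; inconclusive = no clear call, values can overlap the other calls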;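 note: cells exposed to compound for four days before flow analysis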
# T cell modulator – T cell immune modulators affecting CD8 T cell-vesicle binding | 2C CD8+ T cell-vesicle binding, flow cytometry; hits give low values | 330,000 tested, 0.068% active | calls only at 7 µM;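 active = response, share of CD8 T cells binding vesicles, and their 90th percentile fluorescence all below set limits, cut at about 80% in these data, passing the limit was not always enough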
#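 incubation = binding step 1.5 h, 37 °C, antibody labelling 20 min, ice | test system = 2C mouse CD8+ T cells | read-out basis = percent CD8+ FL2 mean versus row control | controls = Peptide-free naked vesicles (low) and QL9 vesicles with 0.7% DMSO vehicle (high) | detection = flow cytometry of vesicle-bound cells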
# T cell modulator vesicle-bound % – recorded beside T cell modulator, whose call it bears; double positive events, %; measured here: CD8+ vesicle-bound cell fraction;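 binding gate set so that unloaded-vesicle control wells show 10% double positive cells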
# NTR1 agonist cell count 20 µM – also measured in NTR1 agonist; calls as there; cell count; measured here: cell count, cytotoxicity flag
# Myeloid diff 2 GFP+ MAC1+ % – further read-out of Myeloid diff 2, marked with its call; GFP+ MAC1+ double positive, %; measured here: differentiation confirmed by MAC1 staining
# * marks the source's active call; other numbers are inactive results; i = inactive; ? = inconclusive; . = not tested or not shown.
No.	Structure	NTR1 agonist	NTR1 agonist cell count 20 µM	Myeloid diff 2	Myeloid diff 2 GFP+ MAC1+ %	T cell modulator	T cell modulator vesicle-bound %
1	COc1ccc(NS(=O)(=O)c2ccc(O)c([N+](=O)[O-])c2)cc1S(=O)(=O)N1CCCCC1	-1.6	46	i	1.6	i	49
2	CCC(C)c1ccc(NC(=O)C2=CC=CN3CCS(=O)(=O)N=C23)cc1 (stereo not drawn)	2.4	55	i	0.4	i	11
3	CC1C(=O)N2CCCc3cc(NC(=O)C4CCCCC4)cc1c32 (stereo not drawn)	1.3	45	i	0.3	i	32
4	CN1CCC(N(C)S(=O)(=O)c2ccc(NC(=O)c3cccc(C#N)c3)cc2)CC1	-2.3	52	i	1.0	i	33
5	COC(C/C=C\[C@@H](O)[C@@H](C)OCc1ccccc1)OC	2.5	54	i	0.6	i	40
6	CCN(CC(=O)NCc1ccc(Cl)cc1)C(=O)C1CCN(S(=O)(=O)c2ccc(OC)c(OC)c2)CC1	0.5	51	i	0.6	i	57
7	Cc1ccc(S(=O)(=O)N(CCC(=O)NCc2ccccc2F)c2ccccc2)cc1	-1.0	88	i	1.1	i	10
8	Cc1ccc(NC(=O)c2ccc3c(c2)OCO3)cc1S(=O)(=O)N1CCOCC1	-1.9	53	i	0.1	i	17
9	CC12CCC(=O)N1C(C(=O)NNC(=O)c1ccccc1Cl)CS2 (stereo not drawn)	-0.8	51	i	0.9	i	19
10	CCCCCCSc1ccc([C@@H]2[C@H]3C(=O)N(C)C(=O)[C@H]3[C@]3(C(=O)OC)CCCCN23)cc1	-1.7	78	i	0.7	i	21
11	CS(=O)(=O)N(CC(=O)N1CCc2ccccc2C1)c1cccc(Br)c1	0.7	57	i	0.2	i	32
12	CC[C@](C)(O)c1cc2ccccc2c(=O)o1	-3.6	48	i	0.4	i	10
13	CCN(CC(=O)Nc1ccc(NC(C)=O)cc1)C(=O)c1cc(-c2ccccc2)nn1-c1ccccc1	0.8	72	i	0.7	i	50
14	CC(O)[C@H]1CC[C@H]2[C@@H]3CC[C@H]4C[C@@H](O)CC[C@]4(C)[C@H]3/C(=N/O)C[C@]12C (stereo partly drawn)	13	59	i	1.8	i	52
15	Cc1cccc(CN2CCN(c3ccccn3)CC2)c1	-2.1	94	i	2.2	i	36
16	COc1ccccc1OCCNC(=O)C(CCSC)NC(=O)COc1ccccc1 (stereo not drawn)	1.8	93	i	1.9	i	27
17	Cc1ccc(C(=O)NCc2ccc(F)cc2)s1	1.6	53	i	0.7	i	44
18	CCOc1cc(N2CCOCC2)c(OCC)cc1NC(=O)COC(=O)CCOc1cc(C)ccc1C	2.7	62	i	1.1	i	21
19	Cc1ccc(C)c(NC(=O)COc2coc(CN3CCc4ccccc4C3)cc2=O)c1	14	73	i	0.9	i	46
20	CCCCN(C(=O)c1ccc(S(=O)(=O)N2CCOCC2)cc1)C1CCS(=O)(=O)C1 (stereo not drawn)	-0.8	64	i	1.1	i	25
21	CNCCCc1[nH]nc(N)c1C#N	0.7	43	i	0.4	i	38
22	O=C(COC(=O)c1ccc(F)cc1Cl)NC1CCCCCCC1	3.7	56	i	0.9	i	55
23	Cc1cccc(NC(=O)C2CCN(S(=O)(=O)c3ccc4c(c3)OCCO4)CC2)n1	-0.1	72	i	0.5	i	24
24	Cc1cc(C(=O)OC(C)C(=O)NC2CCCCC2)c(C)o1 (stereo not drawn)	2.3	52	i	3.3	i	48
25	N#CCCN(C(=O)COC(=O)CCc1nc2ccccc2c(=O)[nH]1)c1ccccc1F	-1.2	62	i	1.0	i	50
26	COc1ccc(-c2oc3ccc(-c4ccc5c(c4)OCO5)cc3c2-c2ccc(OC)nc2)cc1	-0.2	57	i	0.2	i	18
27	O=C(CN1CCN(Cc2ccc3c(c2)OCO3)CC1)Nc1ccc2[nH]c(=O)[nH]c2c1	-0.9	60	i	2.2	i	26
28	CC[C@H](C)Cc1cn([C@@H](CCCN=C(NC(=O)OC(C)(C)C)NC(=O)OC(C)(C)C)C(=O)NCCCCCCCCCCC(=O)N2CCN(C(=O)OC(C)(C)C)CC2)nn1	45*	87*	i	0.5	i	40
29	COc1ccc(NC(=O)CN(C)CC(=O)Nc2sc3c(c2C(N)=O)CCC3)cc1	-0.2	66	i	0.5	i	56
30	Cc1noc(C)c1CSCC(=O)NCCN1C(=O)S/C(=C\c2ccccc2F)C1=O	3.1	55	i	0.5	i	60

# One compound at a time, from the list above. Values in the order: NTR1 agonist, NTR1 agonist cell count 20 µM, Myeloid diff 2, Myeloid diff 2 GFP+ MAC1+ %, T cell modulator, T cell modulator vesicle-bound %
# `CN1CCC(N(C)S(=O)(=O)c2ccc(NC(=O)c3cccc(C#N)c3)cc2)CC1` as listed: -2.3, 52, i, 1.0, i, 33
# `O=C(COC(=O)c1ccc(F)cc1Cl)NC1CCCCCCC1` as listed: 3.7, 56, i, 0.9, i, 55
# `CC1C(=O)N2CCCc3cc(NC(=O)C4CCCCC4)cc1c32` (stereo not drawn) as listed: 1.3, 45, i, 0.3, i, 32
# `CCC(C)c1ccc(NC(=O)C2=CC=CN3CCS(=O)(=O)N=C23)cc1` (stereo not drawn) as listed: 2.4, 55, i, 0.4, i, 11
# `Cc1ccc(S(=O)(=O)N(CCC(=O)NCc2ccccc2F)c2ccccc2)cc1` as listed: -1.0, 88, i, 1.1, i, 10

# (list continues)
No.	Structure	NTR1 agonist	NTR1 agonist cell count 20 µM	Myeloid diff 2	Myeloid diff 2 GFP+ MAC1+ %	T cell modulator	T cell modulator vesicle-bound %
31	CCOc1ccc(Oc2ccc(NS(=O)(=O)c3cc(C(=O)O)ccc3Cl)cc2)cc1	-0.5	81	i	0.2	i	28
32	O=C(Nc1cccc(F)c1)C1CCCN(C(=O)c2ccc(Cl)cc2)C1 (stereo not drawn)	-1.0	68	i	1.5	i	52
33	CC(C)(C)OC(=O)NCCCCCNC(=O)c1nc[nH]c1C(=O)N1CCN(c2ccccc2)CC1	-0.7	50	i	0.9	i	29
34	Cc1c(C(C)CCCO)oc(=O)c2c1Oc1c(C)c(C(C)C[C@@H](C)O)oc(=O)c1C2 (stereo partly drawn)	1.0	58	i	0.3	i	29
35	O=C(Cn1c(=O)cnc2ccccc21)NNC(=O)c1ccccc1Cl	0.0	90	i	0.5	i	27
36	OCCOCCn1c(CCNc2nc(-c3ccc(Cl)cc3)cs2)nc2cc(Cl)c(Cl)cc21	11	86	i	0.3	i	26
37	CN(CC(=O)Nc1ccc(F)cc1)C(=O)COC(=O)Cc1cccs1	-0.8	83	i	1.3	i	18
38	O=C(Cn1cc(Br)ccc1=O)Nc1ccc2c(c1)OCO2	-1.6	61	i	1.0	i	19
39	CN(C)CCCNc1cc(O)c2ncccc2c1	2.6	64	i	1.4	i	24
40	CC(NC(=O)c1ccccc1)C(=O)OCC(=O)c1c(N)n(C)c(=O)n(C)c1=O (stereo not drawn)	1.6	83	i	0.5	i	41
41	Cc1ccc(NC(=O)C2=COCCO2)cc1S(=O)(=O)N1CCOCC1	-0.3	90	i	1.5	i	40
42	O=C(OCC(=O)N1CCc2ccccc21)c1ccccc1[N+](=O)[O-]	-2.9	45	i	1.5	i	43
43	CCOc1ccc(NC(=O)COC(=O)CN2CCCCCC2=O)cc1	-1.4	45	i	0.6	i	30
44	Cc1ccc(C(=O)COC(=O)c2cccc([N+](=O)[O-])c2)s1	-2.0	61	i	0.4	i	36
45	CC(C)(C)N(Cc1ccccc1)C(=O)CN1C(=O)NC2(CCCCCC2)C1=O	3.6	67	i	0.8	i	32
46	COC(=O)[C@]1(C)CCC[C@@]2(C)C3CC[C@]4(OC(C)=O)C[C@@]3(CCC21)CC4=NO (stereo partly drawn)	4.6	66	i	0.6	i	27
47	Cc1cnc(NC(=O)C2C(=O)c3ccccc3S(=O)(=O)N2C)s1 (stereo not drawn)	-0.6	64	i	1.0	i	10
48	CCCCCCSc1ccc([C@@H]2[C@@H]3C(=O)N(CC)C(=O)[C@@H]3[C@]3(C(=O)OC)CCCCN23)cc1	1.9	40	i	1.4	i	8
49	C[C@H](CO)N1C[C@H](C)[C@@H](CN(C)S(=O)(=O)c2cccs2)Oc2ccc(NS(=O)(=O)c3ccc(F)cc3)cc2C1=O	1.2	43	i	1.9	i	8
50	O=C(COC(=O)c1ccc(OC(F)F)cc1)NCCC1=CCCCC1	0.0	44	i	0.3	i	16
51	O=C(CNC(=O)c1ccco1)NCc1ccc2c(c1)OCO2	-0.5	63	i	0.6	i	38
52	CCc1ccc(S(=O)(=O)Nc2cccc(-c3ccc4nnc(C)n4n3)c2)s1	-0.5	62	i	1.0	i	41
53	CC(=O)Nc1ccc(/C=C(\C#N)S(=O)(=O)c2ccc(C)cc2)cc1	0.4	59	i	0.3	i	18
54	COc1ccc(CCNC(=O)CSc2nc3[nH]c(=O)cc(O)c3s2)cc1	-2.5	47	i	1.1	i	18
55	Cc1c(NC(=O)c2cccc(NC(=O)COc3ccccc3)c2)c(=O)n(-c2ccccc2)n1C	-2.7	66	i	0.6	i	16
56	CC(=O)Nc1sc2c(c1-c1nc3ccccc3s1)CN(C(C)C)CC2	-1.0	51	?	.	i	9
57	CC(=NNC(=O)COc1cccc(C)c1)c1cccnc1	-1.3	65	i	0.2	i	28
58	CC(Oc1cccc(Cl)c1)C(=O)Nc1ccc(S(=O)(=O)NC2=NCCCCC2)cc1 (stereo not drawn)	-0.1	52	i	1.1	i	39
59	O=c1c(-c2c(O)cc(O)c3c2O[C@H](c2ccc(O)cc2)CC3)c(-c2ccc(O)cc2)oc2cc(O)cc(O)c12	23	57	i	0.7	i	17
60	COC/C=C/C1=CC2=CC(=O)C(C)(OC(=O)c3cnc4ccccc4n3)C(=O)C2=CN1CC1CC1 (stereo not drawn)	-0.1	74	?	.	i	45
61	CON(C)S(=O)(=O)c1cccc(C(=O)N(CC(=O)Nc2ccccc2C(F)(F)F)Cc2ccco2)c1	3.0	59	i	0.4	i	24
62	CC(C)CC(CO)N1CCN(C(=O)c2cccc(Cl)c2)CCC1=O (stereo not drawn)	-1.3	68	i	0.9	i	27
63	O=c1ccc2ccc(O[C@@H]3O[C@H](CO)[C@@H](O)[C@H](O)[C@H]3O)c(O)c2o1	0.0	55	i	2.8	i	22
64	CC(C)CC1NC(=O)N(CC(=O)Nc2cc(S(=O)(=O)N3CCOCC3)ccc2Cl)C1=O (stereo not drawn)	1.9	79	i	1.2	i	38
65	CCN(CC)CCOC(=O)C(Cc1ccco1)Cc1cccc2ccccc12 (stereo not drawn)	4.4	39	i	0.3	i	38
66	CC1=C(C)CC2C(C1)C(=O)c1ccc(Br)cc1S2(=O)=O (stereo not drawn)	0.0	58	i	0.7	i	40
67	COc1cccc(CNc2ccc(F)c(Cl)c2)c1O	2.7	92	i	5.5	i	14
68	O=C(COC(=O)c1cccnc1Cl)Nc1cc(S(=O)(=O)N2CCOCC2)ccc1Cl	-2.8	60	i	0.9	i	37
69	Cc1cc(C)n2nc(SC(C)C(=O)Nc3ccccc3F)nc2n1 (stereo not drawn)	-1.2	66	i	0.5	i	27
70	Cc1c(Cl)cnc(NC(=O)COC(=O)CNC(=O)c2ccccc2)c1Cl	1.2	61	i	0.1	i	31
71	Cc1cccc(N(Cc2ccccc2)C(=O)c2cccc(S(=O)(=O)N3CC(C)OC(C)C3)c2)c1 (stereo not drawn)	2.6	59	i	1.4	i	32
72	CN(CCOc1ccc(Cl)cc1)C(=O)c1cc(S(=O)(=O)N2CCOCC2)ccc1N1CCCC1	4.1	65	i	0.6	i	40
73	CCOc1ccc(NC(=O)CN(C)C(=O)c2c(C)nn(-c3ccc(F)cc3)c2Cl)cc1OCC	-0.7	93	i	1.7	i	55
74	Cn1nc(C(=O)Nc2ccccc2N2CCOCC2)ccc1=O	0.2	53	i	0.8	i	14
75	COc1cccc(NC(=O)CN(C)C(=O)CCCc2nc3ccccc3c(=O)[nH]2)c1	-1.6	48	i	0.2	i	21
76	CCCCNc1c(-c2ccc(SC3CCCCC3)c(OC)c2)nc2ccc(Cl)cn12	-2.3	94	i	0.9	i	15
77	Nc1c(C(=O)CSc2nnnn2-c2ccccc2)c(=O)[nH]c(=O)n1C1CC1	9.4	55	i	0.3	i	56
78	COc1ccc(Br)c(C(=O)OCC(=O)NC(=O)NC2CCCC2)c1	7.1	64	i	0.2	i	22
79	Cc1ccc(C(=O)c2ccccc2C(=O)OCC(=O)N2C(C)CCCC2C)cc1 (stereo not drawn)	1.0	64	i	0.3	i	27
80	CCSc1nnc(NC(=O)C2CCN(C(=O)c3ccc(F)cc3)CC2)s1	4.4	46	i	0.5	i	31
81	CSc1ccc(/C=C/C(=O)OCC(=O)NCC2CCCO2)cc1 (stereo not drawn)	3.4	57	i	1.0	i	42

# Screening data: PubChem BioAssay, several laboratories

# Some of the compounds tested, so the mix of outcomes need not match the whole.
